# Screening results as filed in PubChem.
# NadD block: inhibitors of S. aureus NadD, primary screen, biochemical, colorimetric, uHTS; Nicotinate-nucleotide adenylyltransferase NadD (Staphylococcus aureus N315); purified NadD enzyme, colorimetric absorbance read-out; AID 602399, 2012; actives 0.78% (n = 360,000); inhibition, % at 20 µM; in the data active means inhibition above about 26%; further: some compounds past the cut are filed as inactive
# Rpn11 block: Rpn11 (PSMD14) deubiquitinase inhibitors, primary screen, biochemical, fluorescence polarization, uHTS. 26S proteasome non-ATPase regulatory subunit 14 (Homo sapiens), O00487. human 26S proteasome, Ub4-pepOG fluorescence polarization; 20S core pre-blocked with epoxomicin. calls only at 20 µM. actives 0.59% (n = 360,000);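 active means inhibition at 20 µM, scaled to each plate's controls, above about 33%, limit read from the data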
# DNMT1 inh: human DNMT1 methyltransferase inhibitors, primary screen, biochemical, molecular beacon, fluorescence, HinP1I cleavage, uHTS; AID 588458, 2011; inhibition (reported as % activation of signal), % at 10 µM; actives 0.83% (n = 360,000); DNA (cytosine-5)-methyltransferase 1 (Homo sapiens), P26358; in the data active means inhibition above about 50%
# SKN-1 inh: suppressors of acrylamide-induced Pgst-4::GFP reporter in worms, primary screen, SKN-1 inhibitor project, whole organism, uHTS, GFP/RFP fluorescence ratio, strain VP596; inhibition, % at 21.8 µM; actives 0.49% (n = 360,000); C. elegans VP596 Pgst-4::GFP/RFP ratio, 24 h;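 active means interference check ratio from 0.5 to 1.5 plus GFP to RFP signal ratio inhibition reaching or exceeding a fixed threshold, cut at about 30% in these data, passing the limit was not always enough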; further: some compounds called inactive have numbers as strong as hits
# MT1-MMP act inh: blockers of MT1-MMP proenzyme processing, primary screen, HT1080 RFP-PRO-GFP cells, GFP/RFP fluorescence | GFP/RFP ratio fluorescence, overnight; percent of plate control window, DMSO zero | actives 0.061% (n = 360,000) | GFP/RFP ratio change, % at 20 µM;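 active means GFP/RFP ratio change of at least 30% with cell ATP level not reduced by more than half and red fluorescence within 50% of control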; further: strong numbers were not always called active
#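 Test system: HT1080 cells expressing an RFP-PRO-GFP fluorescent reporter construct / Compound dosing: single-point 20 µM compound, 1% DMSO / Schedule: cells overnight before dosing, compound overnight, 37 °C, 5% CO2 / Evaluation: GFP/RFP fluorescence ratio / Control set: DMSO and RFP-L50D-GFP cell wells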
# Scp1 inh: Scp-1 phosphatase inhibitors, primary screen, biochemical, colorimetric, uHTS; actives 0.88% (n = 340,000); AID 493091, 2011; inhibition, % at 20 µM; Recombinant Scp1, phosphopeptide, malachite green phosphate absorbance;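 active means inhibition above about 50% at 20 µM, limit read from the data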;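 further: plate controls were DMSO wells with enzyme for no effect and wells lacking enzyme for full effect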
#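 Test system: SCP-1 catalytic domain; Buffer or medium: Acidic Tris acetate buffer with magnesium and detergent; Also added: Phosphorylated 17-residue peptide substrate; Compound: single 20 µM dose, 1% DMSO; Schedule: enzyme reaction 45 min at room temperature, colour 5 min, stabilisation 30 min; Signal: Phosphate-binding colour reagent, absorbance read at 630 nm.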
# SUMO1-SIM PPI: modulators of SUMO1 protein-protein interactions, primary screen, biochemical, uHTS | actives 0.33% (n = 360,000) | inhibition, % at 20 µM | Small ubiquitin-related modifier 1 (Homo sapiens), P63165 | SUMO1 binding to a labelled peptide, TR-FRET, 1 h; in the data active means inhibition above about 37%
# Target sequence (P63165 whole entry, looked up): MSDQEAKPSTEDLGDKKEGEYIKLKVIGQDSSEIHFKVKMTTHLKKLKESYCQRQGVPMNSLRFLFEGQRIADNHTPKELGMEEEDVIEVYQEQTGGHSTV
# NRP1-CendR mod: modulators of CendR peptide binding to NRP-1, primary screen, biochemical, fluorescence polarization, uHTS. FAM-RPARPAR peptide binding to NRP-1. Neuropilin-1 (Homo sapiens), O14786. inhibition, % at 25 µM. actives 0.85% (n = 360,000). AID 602438, 2012;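 active means inhibition or corrected inhibition above about 18%, plus a signal ratio from 0.5 to 1.5, limit read from the data, passing the limit was not always enough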; further: strong numbers were not always called active
# Target sequence (O14786 whole entry, looked up): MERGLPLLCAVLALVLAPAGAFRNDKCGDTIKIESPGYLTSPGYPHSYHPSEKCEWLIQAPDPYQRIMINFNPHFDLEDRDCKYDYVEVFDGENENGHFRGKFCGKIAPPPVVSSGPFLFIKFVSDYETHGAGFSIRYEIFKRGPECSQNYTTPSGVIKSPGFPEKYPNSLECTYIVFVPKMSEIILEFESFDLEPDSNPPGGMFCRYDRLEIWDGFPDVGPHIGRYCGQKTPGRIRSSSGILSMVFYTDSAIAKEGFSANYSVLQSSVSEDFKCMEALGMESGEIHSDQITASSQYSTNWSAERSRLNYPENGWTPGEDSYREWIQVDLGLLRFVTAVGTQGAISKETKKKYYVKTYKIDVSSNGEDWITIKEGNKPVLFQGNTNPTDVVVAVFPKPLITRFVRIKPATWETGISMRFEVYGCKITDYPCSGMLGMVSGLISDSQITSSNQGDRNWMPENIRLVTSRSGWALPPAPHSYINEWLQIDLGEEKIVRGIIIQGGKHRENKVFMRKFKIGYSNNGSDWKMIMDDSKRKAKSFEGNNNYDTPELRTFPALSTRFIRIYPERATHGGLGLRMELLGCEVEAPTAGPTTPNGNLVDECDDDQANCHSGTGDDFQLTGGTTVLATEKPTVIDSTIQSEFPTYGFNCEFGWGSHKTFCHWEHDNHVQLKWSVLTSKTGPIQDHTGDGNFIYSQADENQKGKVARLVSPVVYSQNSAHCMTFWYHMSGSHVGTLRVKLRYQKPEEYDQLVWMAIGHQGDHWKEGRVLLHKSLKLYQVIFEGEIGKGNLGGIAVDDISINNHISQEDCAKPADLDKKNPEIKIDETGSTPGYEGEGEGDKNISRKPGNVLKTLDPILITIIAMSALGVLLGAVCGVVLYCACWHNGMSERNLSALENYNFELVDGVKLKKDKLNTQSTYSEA
# STEP inh: STEP phosphatase inhibitors, primary screen, biochemical, fluorescence intensity, uHTS | recombinant STEP, OMFP fluorogenic substrate | inhibition, % at 20 µM | actives 0.25% (n = 360,000);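 active means inhibition at 20 µM, scaled per plate between control wells, above about 37%, limit read from the data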;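 further: 0% = DMSO with enzyme and substrate and 100% = substrate only without enzyme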
#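 Also added – OMFP at 25 µM · Test system – STEP tyrosine phosphatase · Technique – FITC-channel fluorescence of OMFP product · Schedule – 20 min at room temperature, dark · Evaluation – control-normalized % inhibition with plate pattern correction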
# LMPTP block: LMPTP phosphatase inhibitors, primary screen, biochemical, fluorescence intensity, uHTS. Low molecular weight phosphotyrosine protein phosphatase (Homo sapiens), P24666. inhibition, % at 20 µM. actives 0.22% (n = 360,000). recombinant LMPTP-A, OMFP fluorogenic substrate;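 active means compounds that cut the enzyme signal by at least half of the control window in the single-dose screen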;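 further: plate controls were DMSO wells with enzyme plus substrate for no effect and substrate without enzyme for full effect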
#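 Test system: LMPTP-A phosphatase enzyme. Amount: LMPTP-A at 0.625 nM final in the reaction. Reagent: OMFP substrate, 400 µM final. Times: 50 min at room temperature. Signal: endpoint fluorescence intensity from OMFP dephosphorylation. Read-out basis: % inhibition. Benchmarks: no-enzyme and uninhibited controls.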
# Starred values were filed as active, the others as inactive; i = inactive; · = no result given.
Molecule	Scp1 inh	MT1-MMP act inh	LMPTP block	NRP1-CendR mod	DNMT1 inh	STEP inh	SKN-1 inh	NadD block	SUMO1-SIM PPI	Rpn11 block
Cc1ccc(NC(=O)CCC(=O)OC(C)C(=O)c2ccccc2)cc1 (stereo not drawn)	-7	4	-1.0	9	2	1	-6	-7	0	i
Cc1ccc(OCCC(=O)Nc2ccc(S(=O)(=O)N3CCCC3)cc2)cc1	-10	1	1.9	-2	-1	0	-8	-4	-1	i
Clc1ccc2nc(C3CCCCC3)c(Cc3ccccc3)n2c1	·	2	-2.5	5	-5	2	10	0	2	i
CCc1ccccc1NC(=O)CNC(=O)c1cn(Cc2ccccc2)nc1-c1cccnc1	-2	2	1.0	-3	4	2	-9	-5	7	i
COc1ccc(-c2nc(C)c(C(C)=O)n2O)cc1	0	1	-1.2	18	-2	-4	2	7	-2	i
CC1CCN(S(=O)(=O)c2ccc3c(c2)oc(=O)n3CC(=O)NCc2ccc3c(c2)OCO3)CC1	-12	2	0.5	-1	1	1	-5	-2	4	i
COc1ccc(S(=O)(=O)N2CCC(C(=O)N[C@@H](C)C(=O)NCc3ccco3)CC2)cc1	·	5	-0.6	-6	2	2	1	1	13	i
CCOC(=O)Nc1cc(C(=O)OC)ccc1C	2	0	-1.7	4	2	-3	-20	1	3	i
COC(=O)c1cc(NC(=O)Nc2cc(OC)ccc2OC)cc(C(=O)OC)c1	-18	6	2.2	-11	-6	-2	-1	-8	11	i
CCN(CC)S(=O)(=O)c1cc(C(=O)Nc2cc(C)on2)c(Cl)cc1Cl	-4	-2	-0.7	11	-2	-2	-5	-6	2	i
CN(C(=O)c1ccc(Cl)c(S(=O)(=O)N2CCOCC2)c1)c1ccccc1C(=O)O	13	1	-0.5	6	0	-1	9	7	3	i
CSCC[C@H](NC(=O)C(C)Oc1ccc(Cl)cc1)c1nc2ccccc2[nH]1 (stereo partly drawn)	-7	-3	0.0	1	1	-1	2	-2	2	i
c1cnc(NCCSSCCNc2ncccn2)nc1	·	-4	-2.0	8	1	1	-5	1	2	i
O=C(NNC(=S)Nc1cccc(C(F)(F)F)c1)c1cccc(Cl)c1	-18	-8	1.7	-7	6	-1	4	4	2	i
O=C(O)c1ccccc1NC(=O)c1cc2ccccc2oc1=O	-1	7	0.3	-1	2	0	-3	5	-18	i

Molecule	Scp1 inh	MT1-MMP act inh	LMPTP block	NRP1-CendR mod	DNMT1 inh	STEP inh	SKN-1 inh	NadD block	SUMO1-SIM PPI	Rpn11 block
CC(=O)N1CCN(c2ccc(NCc3ccccc3)cc2)CC1	-5	9	-0.7	15	-9	4	38*	2	-5	i
COc1ccc(NC(=O)CSc2nccn2C)c([N+](=O)[O-])c1	-4	4	0.1	6	1	4	2	-1	-14	i
O[C@@H]1CN(C2CCN(Cc3ccccc3)CC2)CC[C@H]1N1CCCCCC1	-2	5	2.0	1	-28	4	2	2	-79	i
COc1ccc(OC)c(S(=O)(=O)Nc2ccccc2O)c1	-5	1	-2.0	-4	-4	0	1	-5	-6	i
COc1ccccc1OCC(=O)Nc1ccccc1C(=O)Nc1cccc(C(=O)O)c1	-14	-7	-0.3	14	3	0	6	-13	1	i
Cc1ccccc1CS(=O)(=O)c1cn(CC(=O)N2CCOCC2)c2ccccc12	-11	3	0.7	18	-1	1	7	2	0	i
CN(C)NC1CC(=O)N(c2ccccc2)C1=O (stereo not drawn)	0	2	-0.2	9	0	1	-2	5	0	i
CCOC(=O)N1CCN(C(=O)CSCC(=O)Nc2nc(-c3ccc4c(c3)OCO4)cs2)CC1	-2	16	0.9	0	-7	-1	4	-1	4	i
CC(=O)c1cccc(N(CC(=O)Nc2cc(C)cc(C)c2)S(C)(=O)=O)c1	3	1	1.0	-5	1	1	8	0	1	i
Cc1ccc(NCc2nc3ccccc3n2C)cc1C	-2	2	-1.3	9	13	-2	13	1	1	i
N=c1sccn1CC(=O)Nc1ccc(Cl)cc1[N+](=O)[O-]	43	1	-1.1	-4	1	-2	-7	0	-28	i
CSc1ncccc1C(=O)OCC(=O)Nc1ccc(S(=O)(=O)N2CCCC2)cc1	0	1	-1.1	-14	16	-2	3	-3	5	i
CCOc1ccc(S(=O)(=O)NCCc2cn3ccccc3n2)cc1	4	2	2.8	-4	1	-2	-20	-1	1	i
CCN(CC)C(=O)C1=C(C)N(Cc2ccccc2)C(=O)C(CC(=O)NC2CCCC2)C1 (stereo not drawn)	·	0	-0.2	5	21	1	-6	-1	0	i
Fc1ccccc1-c1nc(-c2ccncc2)no1	3	-1	-1.1	10	-3	-3	46*	-5	-3	i

Molecule	Scp1 inh	MT1-MMP act inh	LMPTP block	NRP1-CendR mod	DNMT1 inh	STEP inh	SKN-1 inh	NadD block	SUMO1-SIM PPI	Rpn11 block
Cc1cccc(C(=O)Nc2ccc(C(=O)/C=C/c3cccs3)cc2)c1	-13	2	2.2	-8	-2	2	47*	18	2	i
CC(=O)C1=CCC(c2cccc(Cl)c2)N(S(=O)(=O)c2ccc(C)cc2)C1 (stereo not drawn)	·	1	2.2	4	-5	0	3	-9	7	i
C[C@@H]1CN([C@H](C)CO)C(=O)c2cc(NC(=O)Nc3ccc(C(F)(F)F)cc3)ccc2O[C@H]1CN(C)Cc1ccc(Cl)c(Cl)c1	-2	0	1.9	5	-28	-2	16	33*	4	i
Cc1noc(/C=C/c2ccco2)c1S(=O)(=O)N1CCC(C(=O)N(C)Cc2ccccc2)CC1	-12	-6	2.3	-43	-3	2	-3	17	-10	i
Cc1cc2c(c(=O)n1CC1CCCO1)C(c1ccc3c(c1)OCO3)C(C#N)=C(N)O2 (stereo not drawn)	-8	-13	-2.2	5	2	-4	-5	-1	6	i
CC1CCN(S(=O)(=O)c2ccc(C(=O)NCc3ccc4c(c3)OCO4)cc2)CC1	-2	3	2.0	-3	8	-2	-21	-5	-1	i
Cn1cccc1/C=C1\SC(=S)N(NC(=O)c2ccccc2Cl)C1=O	47	5	6.2	121	5	-2	5	0	-3	·
Clc1ccc(OCCCn2cncn2)cc1Cl	-2	-12	-0.7	-1	0	-1	16	2	-3	i
CN(c1ccccc1C(=O)Nc1ccc(CC#N)cc1)S(=O)(=O)c1ccccc1	-12	-6	-1.9	3	1	3	-7	-7	4	i
CC(=O)N1CCN(S(=O)(=O)c2cccc(C(=O)OCC(=O)N3CC(=O)Nc4ccccc43)c2)CC1	-8	1	-0.6	-22	-1	-1	-2	7	4	i
COCCCNC(=S)N1CCCC(c2nc3cc(C)c(C)cc3[nH]2)C1 (stereo not drawn)	2	-3	0.2	-5	2	4	8	-5	-6	i
COc1ccc(CN2CCN(Cc3cccc(OC)c3)C(CCO)C2)cc1 (stereo not drawn)	-8	0	-0.4	5	3	0	0	-1	2	i
COC(=O)c1ccc(C)c(NC(=O)CCn2[nH]c(=O)ccc2=O)c1	-10	1	-1.5	-5	0	-4	-4	-3	1	i
Cc1ccc2[nH]c(=O)c(CN(CCCN3CCOCC3)Cc3nnnn3C3CCCC3)cc2c1	-1	-7	-0.7	7	1	-2	9	-1	-5	i
CCn1c(=O)n(CC)c2cc(NC(=O)CSc3ccc([N+](=O)[O-])cn3)ccc21	-7	4	-1.9	-11	-1	0	-1	-1	-32	i

# Profiles from above:
# CC(=O)C1=CCC(c2cccc(Cl)c2)N(S(=O)(=O)c2ccc(C)cc2)C1 (stereo not drawn) in the list: Scp1 inh = ·; MT1-MMP act inh = 1; LMPTP block = 2.2; NRP1-CendR mod = 4; DNMT1 inh = -5; STEP inh = 0; SKN-1 inh = 3; NadD block = -9; SUMO1-SIM PPI = 7; Rpn11 block = i
# Cc1noc(/C=C/c2ccco2)c1S(=O)(=O)N1CCC(C(=O)N(C)Cc2ccccc2)CC1 in the list: Scp1 inh = -12; MT1-MMP act inh = -6; LMPTP block = 2.3; NRP1-CendR mod = -43; DNMT1 inh = -3; STEP inh = 2; SKN-1 inh = -3; NadD block = 17; SUMO1-SIM PPI = -10; Rpn11 block = i

# Later entries.
Molecule	Scp1 inh	MT1-MMP act inh	LMPTP block	NRP1-CendR mod	DNMT1 inh	STEP inh	SKN-1 inh	NadD block	SUMO1-SIM PPI	Rpn11 block
CC(C)c1ccc(CCNC(=O)c2ccc([N+](=O)[O-])cc2)cc1	-4	2	1.0	-9	-1	0	5	-4	-20	i
Cc1ccc(OCC(=O)N/N=C\c2ccc(C)o2)c([N+](=O)[O-])c1	-10	-25	-0.3	-80	3	-1	-4	-3	-18	i
CC(=O)c1ccc(OCCCCOc2ccc(C(C)=O)cc2)cc1	-6	-2	-1.0	1	-3	-2	7	-3	-1	i
Cc1cccc(/C=N/Nc2cc(N3CCOCC3)nc(N3CCOCC3)n2)c1	0	-1	0.7	-3	-10	1	-12	5	-9	i
O=C(Cn1nc(C(=O)O)c2ccccc2c1=O)NCC1CCCO1 (stereo not drawn)	-4	10	1.3	6	1	1	2	-2	0	i
CCNC(=S)NNC(=O)c1csc2ccccc12	12	3	-0.4	-8	1	-1	9	-4	-2	i
CNC(=S)N(Cc1cccs1)Cc1cc2cc(OC)c(OC)cc2[nH]c1=O	-5	4	0.8	-6	0	-3	-1	1	9	i
COc1ccc(C2=NS(=O)(=O)N(C)C(C(=O)NC(C)c3ccccc3)=C2)cc1 (stereo not drawn)	-12	5	0.8	6	3	0	5	-4	-23	i
COc1ccc(CN2C(=O)CS(=O)CC2=O)cc1OC	-6	-2	-1.1	-10	1	-1	-2	-1	-1	i
Clc1ccc(/C=N/c2c(-c3ccco3)nc3ccccn23)cc1	-9	-25	2.8	36*	-2	0	11	4	4	i
C=CCN(Cc1nc(-c2ccc(OC)cc2)no1)C(=O)c1ccc2c(c1)OCO2	-4	2	1.6	8	-1	2	-5	-5	4	i
Fc1ccc(NC(=S)N2CCCC2)cc1	6	1	-1.3	-4	2	0	7	-1	0	i
CCNC(=O)Nc1ccc2c(c1)c(=O)n(C)n2CC=C(C)C	·	1	2.1	-8	-4	-3	14	1	-1	i
CCN1C(=O)[C@H]2[C@@H](c3ccc(-c4ccc(F)cc4)c(OC)c3)N3CCCC[C@@]3(C(=O)OC)[C@H]2C1=O	-6	-10	4.0	21	-24	-1	-7	6	-3	i
